# CCR6 antag: CCR6 (human) receptor antagonism; inhibition, % at 20 µM; AID 493098; CHO-K1 CCR6 PathHunter beta-arrestin, luminescence, CCL20-stimulated; P51684; 340,000 compounds, 0.49% hits;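 active = compounds whose inhibition of the agonist-driven luminescence signal at 20 µM reaches about 50%, limit read from the data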;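 note: cells stimulated with CCL20 at 14 nM final; plate controls were DMSO with CCL20 for no effect and DMSO without agonist for full effect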
# Target sequence (P51684 whole entry, looked up): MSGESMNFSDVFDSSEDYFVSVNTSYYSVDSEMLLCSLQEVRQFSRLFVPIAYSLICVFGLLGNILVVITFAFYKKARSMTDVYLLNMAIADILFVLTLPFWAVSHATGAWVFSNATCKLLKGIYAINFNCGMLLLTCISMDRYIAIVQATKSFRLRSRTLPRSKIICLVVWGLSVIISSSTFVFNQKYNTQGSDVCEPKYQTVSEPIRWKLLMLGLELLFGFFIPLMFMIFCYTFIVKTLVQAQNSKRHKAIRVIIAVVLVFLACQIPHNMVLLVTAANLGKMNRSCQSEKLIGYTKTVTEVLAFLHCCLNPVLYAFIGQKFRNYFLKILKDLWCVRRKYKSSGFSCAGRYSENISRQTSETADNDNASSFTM
# APOBEC3G inh: blocks human APOBEC3G single-stranded DNA deamination. recombinant A3G, ssDNA deamination FAM/TAMRA fluorescence. inhibition, % at 20 µM. 330,000 compounds, 0.28% hits. AID 493012;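 active = inhibition of at least 40% at 20 µM, with no more than 30% in the related APOBEC3A deaminase screen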;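 note: plate controls were DMSO wells with A3G for no effect and wells lacking A3G enzyme for full effect; some compounds called inactive have numbers as strong as hits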
# MPTP inh: inhibitors of mitochondrial permeability transition pore; isolated mouse mitochondria, Ca2+ swelling absorbance, 30 min; inhibition, % at 10 µM; 360,000 compounds, 1.4% hits;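 active = inhibition of 50% or more, scaled per plate between neutral and stimulator controls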;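 note: 0% = DMSO wells given calcium and 100% = 1 mM EGTA wells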
# GRIN3A LBD mod: modulators (binders) of human NR3A ligand-binding domain. NR3A LBD differential scanning fluorimetry, Tm shift; 0% = protein alone, 100% = glycine-bound protein. Tm shift relative to glycine control, % at 25 µM. 340,000 compounds, 2.5% hits;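 active = melting temperature shift of at least 10% of the positive control shift, at one fixed dose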
# CXCR6 inh: CXCR6 (human) receptor inhibition | AID 602244 | inhibition, % at 20 µM | CHO-K1 PathHunter CXCR6 beta-arrestin, luminescence | 360,000 compounds, 0.36% hits; in the data active = inhibition above about 34%, passing the limit was not always enough;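 note: antagonist mode with CXCL16 agonist at 10 nM final; 0% = 10 nM CXCL16 with DMSO and 100% = unstimulated wells without agonist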
# Target sequence (O00574 whole entry, looked up): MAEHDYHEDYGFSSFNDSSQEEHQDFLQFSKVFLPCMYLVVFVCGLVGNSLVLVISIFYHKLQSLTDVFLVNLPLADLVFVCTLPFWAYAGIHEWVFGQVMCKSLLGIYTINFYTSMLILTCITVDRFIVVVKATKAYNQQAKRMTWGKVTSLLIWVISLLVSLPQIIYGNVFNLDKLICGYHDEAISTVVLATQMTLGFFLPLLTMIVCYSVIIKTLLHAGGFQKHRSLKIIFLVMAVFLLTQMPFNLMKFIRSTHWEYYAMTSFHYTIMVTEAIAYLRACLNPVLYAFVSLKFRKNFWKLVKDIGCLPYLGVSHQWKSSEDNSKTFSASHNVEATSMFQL
# A3A deaminase: blocks human APOBEC3A ssDNA deamination | 330,000 compounds, 0.41% hits | AID 493011 | P31941 | recombinant A3A, FAM/TAMRA ssDNA deamination fluorescence | inhibition, % at 20 µM;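 active = at least 40% inhibition at 20 µM here, with at most 30% in a related deaminase screen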;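 note: plate controls were A3A with DMSO for no effect and wells lacking A3A enzyme for full effect; some results filed as inactive read as strong as hits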
# Target sequence (P31941 whole entry, looked up): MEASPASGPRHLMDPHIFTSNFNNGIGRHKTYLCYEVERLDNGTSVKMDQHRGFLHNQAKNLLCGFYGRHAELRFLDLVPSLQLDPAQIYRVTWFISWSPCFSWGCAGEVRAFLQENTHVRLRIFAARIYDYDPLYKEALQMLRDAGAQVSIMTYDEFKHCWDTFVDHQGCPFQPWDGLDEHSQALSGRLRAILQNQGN
# Gli-Sufu antag: blocks Gli-Sufu signaling in a luciferase reporter | Sufu-KO-LIGHT fibroblasts, Gli luciferase reporter luminescence | inhibition, % at 5 µM | 340,000 compounds, 0.74% hits;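 active = inhibition above about 55%, limit read from the data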;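 note: 0% = DMSO-treated cells and 100% = wells with medium but no cells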
# EBI2 antag: blocks human EBI2 receptor beta-arrestin signaling | P32249 | EBI2 beta-arrestin recruitment, luminescence, 7a,25-OHC stimulated | inhibition, % at 5 µM | 360,000 compounds, 0.81% hits | AID 651636; in the data active = inhibition above about 38%;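 note: enzyme fragment complementation signal reports receptor beta-arrestin coupling in cells; 0% = agonist plus DMSO wells and 100% = wells without agonist; some results beyond the cut were filed as inactive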
# An asterisk follows results filed as active; . = not tested or not shown. Not a hit list; about 5.8% have a hit in one of these screens.
no.	molecule	CCR6 antag	APOBEC3G inh	MPTP inh	GRIN3A LBD mod	CXCR6 inh	A3A deaminase	Gli-Sufu antag	EBI2 antag
1	COc1cccc(N(C(=O)c2snc(C(N)=O)c2N)C(C(=O)NCC2CCCO2)c2c[nH]c3ccccc23)c1 (centres undefined)	9	-11	-1.8	0	0	-2	5	7
2	C/C(=N\Nc1nc(-c2ccccc2)cs1)c1cccs1	-8	-10	0.7	-7	-9	-7	-109	-18
3	COc1ccc(-n2c(COc3ccccc3)nnc2SCc2ccc(C#N)cc2)cc1	-4	-1	7.1	5	9	0	-7	28
4	CCC(=O)N1N=C(c2cccs2)CC1c1ccc(C)cc1 (centres undefined)	9	-9	-0.3	0	12	-5	-3	5
5	CCOc1ccc(CN2CCN(Cc3ccon3)CC2CCO)cc1 (centres undefined)	2	-6	-1.1	0	-6	-6	1	-9
6	CC(=O)NC(NC(C)=O)c1ccc(Br)cc1	1	-6	0.3	-1	2	-2	-9	-6
7	O=C(CCSc1ccccc1)N1CCCC1	9	-2	1.9	2	2	-2	-65	16
8	COc1ccc(C(=O)Nc2cccc(-c3ccc4nncn4n3)c2)cc1	1	-6	0.7	-1	-8	3	-3	-2
9	CC(=O)c1ccc(OCCn2cnc3ccccc32)cc1	13	-3	2.3	-3	-8	0	-6	-1
10	COc1ccc(/C(N)=N/OC(=O)c2cccs2)cc1OC	-5	-9	0.4	22*	-15	-1	-49	-1
11	CCOc1ccc(S(=O)(=O)N2CCN(C(=O)c3oc4ccc(OC)cc4c3C)CC2)cc1	14	-7	-0.5	-2	2	-4	7	30
12	NC1=NC[C@H](Cc2ccccc2)N1CCc1cccc(F)c1	1	-8	0.0	1	0	-5	30	-11
13	CCn1ncc(S(=O)(=O)NCc2ccco2)c1C	3	0	-0.7	-3	-1	4	0	-3
14	CCOC(=O)c1sc(NC(=O)c2cccnc2)c(C#N)c1C	0	-7	0.6	1	3	-4	7	0
15	CCN(C(=O)CSc1nnc(NCCOC)s1)c1c(N)n(Cc2ccccc2)c(=O)[nH]c1=O	11	.	-0.5	0	-4	.	2	-7
16	Cc1ccccc1C(=O)N1CCN(c2ccc([N+](=O)[O-])c(NCc3ccco3)c2)CC1	19	-1	1.7	-3	14	-2	7	25
17	C[C@@H]1NC(=O)N[C@@H]1CCCCCC(=O)O	7	-4	-4.3	1	0	1	27	-1
18	Cc1cc(C)c(C(=O)COC(=O)c2nn(C)c(=O)c3ccccc23)cc1C	14	-5	-1.5	-1	5	-4	-8	1
19	CCN(C[C@H]1N[C@@](C)(C(=O)OC)[C@H]2C(=O)N(C)C(=O)[C@@H]12)C(=O)c1ccc(C(C)(C)C)cc1	-5	-1	-1.7	1	-12	0	-2	4
20	Cc1ccc(S(=O)(=O)Nc2csc(C)c2C(=O)O)cc1	6	37	.	3	.	87	-31	.
21	OCCOCCOc1ccc(-c2nn[nH]n2)cc1	11	-2	0.6	2	-3	3	-2	-15
22	COC(=O)c1sc(S(=O)(=O)NCCC(=O)O)c(C(=O)OC)c1C	-4	-7	-1.1	-2	6	-8	24	3
23	CC(=O)/C(=N\Nc1ccc(Cl)cc1Cl)Sc1cccc2cccnc12	66*	-5	4.0	-9	46*	-1	51	64*
24	COc1cc(O)c2c(=O)c3c(O[C@H]4O[C@@H](CO)[C@H](O)[C@@H](O)[C@@H]4O)ccc(O)c3oc2c1	-5	0	2.2	1	-7	3	0	-7
25	CS(=O)(=O)Nc1ccccc1C(=O)NCc1ccco1	0	-4	-0.4	-1	4	-4	4	-3
26	Cc1ccc(C)c(OCC(=O)Nc2cc(C)on2)c1	8	-11	-0.2	-4	6	-4	-12	-3
27	CN(C)Cc1n[nH]c(=O)c2ccccc12	-3	-3	-0.1	-1	15	-1	-2	1
28	CCOc1ccc2nc(NCCNC(=O)Nc3cccc(C)c3)c(C#N)cc2c1	0	-5	5.0	-5	-5	-3	23	3
29	CCCCCCc1c(O)nc(SCCN2CCOCC2)[nH]c1=O	-3	-1	-2.5	0	-6	3	-7	4
30	COCC(=O)N1CCC(Oc2ccc(C(=O)N(C)CCCC3CCCC3)cc2)CC1	15	-4	0.4	-2	-3	-2	19	5
31	Cc1nc2c(Br)cc(Br)cc2c(=O)n1-c1ccccc1NC1OCC(O)C(O)C1O (centres undefined)	12	.	0.3	0	-6	.	4	-5
32	CCOC(=O)C1=C(O)C(=O)N(Cc2cccnc2)C1c1ccc(OC)cc1 (centres undefined)	-3	-8	-1.0	1	4	-9	-1	-10
33	Cc1ccc(-n2c(C)cc(C)c(C#N)c2=O)cc1Cl	1	4	-1.0	-2	8	3	6	7
34	COc1ccc(OC)c(NC(=O)CSc2ncccc2C(=O)O)c1	-4	-8	-4.0	2	-3	-6	-2	-2
35	Cc1ccc(NC(=O)c2cn(CCC#N)nc2-c2cccs2)c([N+](=O)[O-])c1	17	-2	0.6	-1	-6	-2	0	6
36	CCOC(=O)c1cnc(-n2nc(C)cc2C)nc1NC1CCCC1	37	-4	8.4	-4	-6	-4	18	-8
37	CCCNC(=O)C1CCCN(S(=O)(=O)c2ccc3c(c2)CC(C)N3C(=O)C2CC2)C1 (centres undefined)	-2	-1	0.7	0	2	1	-5	1
38	CCOc1ccc(NC(=S)Nc2ccc(OCC)cc2)cc1	21	-6	1.3	0	4	-6	-11	80*
39	CCn1ccnc1CN(C)Cc1cn(-c2ccc(C)cc2)nc1-c1ccc(F)cc1	14	-2	-2.0	0	4	2	16	-5
40	C(=N\Nc1nc2ccccc2s1)/c1cccs1	13	0	2.9	-2	15	-2	23	-14
41	COc1cccc(C2=CC(=O)C[C@H](c3ccc4c(c3)OCO4)C2)c1OC	11	-7	1.8	-1	3	-3	-12	-1
42	COCCc1nc2ccc(C(=O)NCc3cccc(-n4cccn4)c3)cc2o1	10	7	-0.2	0	-9	5	40	2
43	O=C(COC(=O)c1ccc(Br)o1)Nc1nc2c(F)c(F)c(F)cc2s1	15	6	32	0	-3	-1	2	4
44	COc1ccc(S(=O)(=O)Nc2cc(C)on2)cc1NC(C)=O	8	-1	-0.1	4	-7	2	-3	4
45	Cn1c(C(C#N)/C(=N\S(=O)(=O)c2cccs2)c2ccccc2)nc2ccccc21 (centres undefined)	-6	-5	0.6	1	-7	-4	1	-12
46	O=C1NC(c2ccc(Cl)c([N+](=O)[O-])c2)Nc2ccccc21 (centres undefined)	-3	7	-1.0	-1	-1	3	28	2
47	O=C(Nc1ccc(OC(F)F)cc1)c1cc[n+]([O-])cc1	-5	-12	0.1	-2	11	-3	-8	-6
48	CN(c1ccc(C(=O)N2CCOCC2)cc1)S(=O)(=O)c1ccc(Cl)cc1	2	-7	-0.1	3	0	-2	5	-8

# Sorted by molar mass (smallest number first): some entries from above.
no.	molecule	CCR6 antag	APOBEC3G inh	MPTP inh	GRIN3A LBD mod	CXCR6 inh	A3A deaminase	Gli-Sufu antag	EBI2 antag
40	C(=N\Nc1nc2ccccc2s1)/c1cccs1	13	0	2.9	-2	15	-2	23	-14
47	O=C(Nc1ccc(OC(F)F)cc1)c1cc[n+]([O-])cc1	-5	-12	0.1	-2	11	-3	-8	-6
38	CCOc1ccc(NC(=S)Nc2ccc(OCC)cc2)cc1	21	-6	1.3	0	4	-6	-11	80*
44	COc1ccc(S(=O)(=O)Nc2cc(C)on2)cc1NC(C)=O	8	-1	-0.1	4	-7	2	-3	4
41	COc1cccc(C2=CC(=O)C[C@H](c3ccc4c(c3)OCO4)C2)c1OC	11	-7	1.8	-1	3	-3	-12	-1
42	COCCc1nc2ccc(C(=O)NCc3cccc(-n4cccn4)c3)cc2o1	10	7	-0.2	0	-9	5	40	2
48	CN(c1ccc(C(=O)N2CCOCC2)cc1)S(=O)(=O)c1ccc(Cl)cc1	2	-7	-0.1	3	0	-2	5	-8
39	CCn1ccnc1CN(C)Cc1cn(-c2ccc(C)cc2)nc1-c1ccc(F)cc1	14	-2	-2.0	0	4	2	16	-5
37	CCCNC(=O)C1CCCN(S(=O)(=O)c2ccc3c(c2)CC(C)N3C(=O)C2CC2)C1 (centres undefined)	-2	-1	0.7	0	2	1	-5	1
43	O=C(COC(=O)c1ccc(Br)o1)Nc1nc2c(F)c(F)c(F)cc2s1	15	6	32	0	-3	-1	2	4

# More records follow.
no.	molecule	CCR6 antag	APOBEC3G inh	MPTP inh	GRIN3A LBD mod	CXCR6 inh	A3A deaminase	Gli-Sufu antag	EBI2 antag
49	CCC(C)N(C)Cc1cccc(C2(O)CCN(S(=O)(=O)c3ccc(F)c(C)c3)CC2)c1 (centres undefined)	11	-4	15	-4	-8	6	2	0
50	CCOc1cc(NC(=O)c2ccco2)c(OCC)cc1NC(=O)Cc1cccc(OC)c1	6	-7	-0.1	9	-6	-1	11	16
51	O=C(COC(=O)c1ncc(Cl)c(Cl)c1Cl)Nc1ccccc1OC(F)F	5	-5	0.3	3	-2	-3	-7	-10
52	O=C(Nc1nc2cc(Cl)ccc2s1)C1CCCN(S(=O)(=O)c2cccc3cccnc23)C1 (centres undefined)	4	-1	1.2	0	-10	-1	-2	12
53	Cc1ccccc1C1CC(=O)c2ccccc2C1C (centres undefined)	19	.	0.8	7	8	.	8	4
54	Cc1cc2nnc(SCC(=O)Nc3cccc(S(=O)(=O)N4CCOCC4)c3)n2c2ccccc12	0	-2	2.1	1	-2	3	1	-6
55	C/C=C/c1ccc(OCC(=O)Nc2ccc(OC)c(OC)c2)c(OC)c1	-12	15	1.7	-1	-3	6	9	14
56	COc1ccc(Cl)cc1C(=O)NNC(=O)CSc1nnnn1C	0	-8	0.1	0	8	3	-12	3
57	O=C(NCC1CCCN(Cc2cccc(F)c2)C1)c1cccc2ccccc12 (centres undefined)	4	26	-0.6	1	10	2	18	1
58	O=C(Nc1ccccc1C(=O)O)c1ncn[nH]1	8	.	-2.5	-2	0	.	-11	0
59	O=C(Nc1cccc(OCC(=O)N2CCOCC2)c1)c1cccc(Cl)c1	5	-6	1.7	1	-5	7	7	-12
60	CC1CCCCN1c1nnc(NC(=O)c2cc(-c3ccc(Br)cc3)on2)s1 (centres undefined)	-3	10	0.3	-10	0	0	-13	2
61	CCOC(CNC(=O)c1ccc2c(c1)ncn2-c1ccccc1OC)OCC	6	-9	-0.1	0	-8	-2	26	0
62	S=C(Nc1ccccc1Cl)N1CCN(Cc2ccccc2)CC1	-10	-3	0.5	-3	3	-2	0	-14
63	COc1cc2c(cc1OC)CN(C(=O)CSc1nnc3scc(-c4ccccc4)n13)CC2	7	-4	-0.9	0	-4	-2	-12	-5
64	COc1cccc(NC(=S)N2CCCC2c2ccc(OC)c(OC)c2)c1 (centres undefined)	1	-1	1.0	-1	-3	3	-48	1
65	CC1CCN(C(=O)CSc2ccc(-c3cccc([N+](=O)[O-])c3)nn2)CC1	7	-3	0.2	1	-4	-6	1	-3
66	Cc1cccc(-c2nc3ccccc3c(=O)n2NC(=O)c2cccs2)c1	-7	1	-1.1	-3	-3	2	9	0
67	CN1CCC(=NNC(=O)COc2ccc(Cl)cc2)CC1	-8	-9	-0.1	-2	1	-2	-11	1
68	CCOC(=O)C1(CC2CCCCO2)CCN(S(=O)(=O)c2ccc(OC)cc2)CC1 (centres undefined)	-9	5	1.5	-1	-3	-1	-8	-1
69	COCCN(CCOC)S(=O)(=O)c1ccc(C(=O)Nc2nnc(CSC)o2)cc1	1	-2	0.5	0	3	3	-4	0

# Source: PubChem BioAssay (Sanford-Burnham Center for Chemical Genomics)
